ALOX15B inhib = qHTS Assay for Inhibitors of 15-hLO-2 (15-human lipoxygenase 2); Potency, µM (doses to about 57.1 µM), inactives show at the top dose activity change, negative = inhibition, usual class: inhibitors; 110,000 compounds, 0.56% hits; purified 15hLO-2, xylenol orange hydroperoxide absorbance; also: potency is read from the fitted curve at half-maximal effect; nearly all actives have a fitted effect of over 60% in size; many of its hits are not listed in these tables
Target sequence (O15296 whole entry, looked up): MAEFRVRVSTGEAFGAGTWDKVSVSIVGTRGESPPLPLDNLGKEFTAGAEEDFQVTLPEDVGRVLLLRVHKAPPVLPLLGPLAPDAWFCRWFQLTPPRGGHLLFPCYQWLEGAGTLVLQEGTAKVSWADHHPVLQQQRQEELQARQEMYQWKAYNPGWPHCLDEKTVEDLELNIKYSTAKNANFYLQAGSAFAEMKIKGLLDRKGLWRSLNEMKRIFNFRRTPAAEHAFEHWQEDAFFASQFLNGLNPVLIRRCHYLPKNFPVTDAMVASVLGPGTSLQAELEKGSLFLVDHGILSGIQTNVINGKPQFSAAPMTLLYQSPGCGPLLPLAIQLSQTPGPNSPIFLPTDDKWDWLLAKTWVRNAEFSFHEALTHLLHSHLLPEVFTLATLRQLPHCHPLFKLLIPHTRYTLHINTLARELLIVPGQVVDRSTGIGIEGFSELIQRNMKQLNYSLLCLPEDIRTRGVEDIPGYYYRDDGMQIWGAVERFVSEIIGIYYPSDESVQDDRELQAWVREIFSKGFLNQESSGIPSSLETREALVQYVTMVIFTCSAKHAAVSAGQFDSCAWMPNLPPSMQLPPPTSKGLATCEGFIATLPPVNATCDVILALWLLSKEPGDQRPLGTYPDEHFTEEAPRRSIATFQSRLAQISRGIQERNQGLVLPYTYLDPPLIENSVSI
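Enzyme 50 nM, AA 45 uM, 25 mM Hepes pH 7.5 + 0.01% Triton X-100; cpd preinc 15 min RT, rxn 90 min RT; stop/detect with 200 uM XO + 300 uM Fe(II) in 50 mM H2SO4, 30 min; A573/A405.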
PNC assembly inh = High Content Assay for Compounds that inhibit the Assembly of the Perinucleolar Compartment; PC3M PTB-GFP, PNC prevalence imaging, 16 h; stronger effect = lower value; activity change (PNC), negative = inhibition, % at 10 µM; 140,000 compounds, 3.1% hits; AID 2417, 2010;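 active = readout at or below -70, meaning at least 70% loss of cells showing the perinucleolar compartment, a nuclear body marking cancer cells; inconclusive = readout between -30 and a set limit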;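 also: plate controls were DMSO wells for no effect and camptothecin positive control wells for full effect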
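PC3M cells stably expressing PTB-GFP, 750–1000 cells/well, treated 16 h at 37 °C with compound (23 nl of library stock), in duplicate. After paraformaldehyde fixation and Hoechst stain, imaged at 20x; PNC prevalence scored by image analysis.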
ALOX12 inhib = qHTS Assay for Inhibitors of 12-hLO (12-human lipoxygenase); purified 12-hLO, xylenol orange hydroperoxide absorbance; Potency, µM (highest dose often 57.1 µM), inactives show at the top dose activity change, negative = inhibition, hits mostly inhibitors; 150,000 compounds, 0.12% hits; also: potency is read from the fitted curve at half-maximal effect; nearly all actives have a fitted effect of over 55% in size; many of its hits are not listed in these tables
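Hydroperoxide output read as Fe(III)-xylenol orange absorbance, 573-to-405 nm ratio, after 30 min reaction with 40 uM arachidonic acid. Enzyme: 150 nM purified human 12hLO, 15 min compound preincubation; 25 mM Hepes pH 7.0, room temperature.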
IMPase cell inh = qHTS Assay for Identifying the Cell-Membrane Permeable IMPase Inhibitors | inhibition (IP1 accumulation), % at 46.1 µM | Inositol monophosphatase 1 (Rattus norvegicus), P97697 | CHO-M1 cells, IP1 accumulation, HTRF TR-FRET ratio | 120,000 tested, under 10 active; active = well fitted curve in the direction sought with a large enough effect in the signal ratio, not every such curve was filed as active; inconclusive = small, poorly fitted or top-dose-only effect, or a change in a side signal; inactive = no such curve, though single readings can be large or run the other way; the % refers to the signal ratio;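 also: cells stimulated with carbachol in lithium chloride buffer; plate controls were DMSO basal wells for no effect and reference inhibitor wells for full effect; higher means more IMPase inhibition seen as more IP1 and lower FRET ratio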
Target sequence (P97697 whole entry, looked up): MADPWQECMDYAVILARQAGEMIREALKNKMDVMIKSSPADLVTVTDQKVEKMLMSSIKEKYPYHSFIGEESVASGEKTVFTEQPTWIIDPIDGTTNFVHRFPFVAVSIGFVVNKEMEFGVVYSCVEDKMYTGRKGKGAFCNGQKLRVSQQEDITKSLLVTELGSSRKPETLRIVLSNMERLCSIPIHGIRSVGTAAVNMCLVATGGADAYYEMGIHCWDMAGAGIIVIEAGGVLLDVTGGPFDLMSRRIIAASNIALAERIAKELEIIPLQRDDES
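Cellular IMPase inhibition is scored as a rise in cytosolic IP1, detected by competitive TR-FRET between d2-labelled IP1 and a europium anti-IP1 antibody. M1-expressing CHO cells were stimulated with carbachol for 30 min at 37C, with lithium (50 mM LiCl) present in the buffer.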
* marks the source's active call; other numbers are inactive results; ? = inconclusive; · = not tested or not shown; [ ] = remark or other dose. Unless noted, calls follow the shape of the dose curve; as a rule, active = well fitted curve in the direction sought with a large enough effect; inconclusive = small, poorly fitted or top-dose-only effect, or another doubt; inactive = no such curve, though single readings can be large; an effect the other way counts as inactive or inconclusive. Unless noted, % is scaled to controls: 0 for no effect and ±100 for the full control effect. This is a subset. The share of hits here may be higher or lower than overall.

SMILES	ALOX15B inhib	PNC assembly inh	ALOX12 inhib	IMPase cell inh
Cc1cccc(CN2CCc3c(OCC(=O)NCc4ccco4)cccc3C2=O)c1	·	-26	-1%	·
N#Cc1c(NC(=O)C2CCCO2)sc2c1CCCCCC2 (stereo unspecified)	·	-26	-2%	·
c1cncc(N=c2scc(-c3cccc4ccccc34)n2CCCn2ccnc2)c1	·	-92*	0%	·
N#CCCN(Cc1cccnc1)C(=O)Nc1ccccc1	-4%	-2	-2%	13
O=C(NC(=S)N1CCN(c2ccc(Cl)cc2[N+](=O)[O-])CC1)c1cccs1	·	-112*	-26%	-10
Cc1cccc(NC(=O)Nc2cccc(C)n2)n1	1%	28	-10%	-2
CCOc1ccccc1NC(=S)N1C2CCC1CC(NC(=O)NC13CC4CC(CC(C4)C1)C3)C2 (stereo unspecified)	?	?	?	-12
CC1(C)Cc2nc3oc4c(=S)nc[nH]c4c3cc2CO1	?	-10	-5%	?
CCc1ccc2[nH]c(=O)c(C(c3nnnn3Cc3ccco3)N3CCC(C)CC3)cc2c1 (stereo unspecified)	-6%	29	-4%	6
O=C1c2cccc(OCc3ccc(F)cc3)c2CCN1Cc1ccc(F)cc1	·	2	-3%	15
Cn1c(SCc2ccccn2)nnc1-c1ccncc1	23%	?	-4%	-8
CSc1cccc(NC(=O)CN(C)S(=O)(=O)c2ccc(C)cc2)c1	2%	35	-11%	6
CCOc1ccc(NC(=O)CSc2ccc(-c3ccccn3)nn2)cc1	·	13	0%	7
Oc1[nH]c2ccccc2c1/C=N/c1nccs1	-10%	7	-6%	1
N#Cc1ccccc1	5%	·	-1%	·
Clc1cc(Br)ccc1OCCn1ccnc1	26%[11.4 µM]	?	1%	2[1.84 µM]
C=CCN(CC(=O)NCc1ccc(OC)cc1)C(=O)c1csnn1	-1%	-2	-1%	-5
COCCCN(CCCN)Cc1ccco1	·	-17	4%	-2
COc1ccc(CCn2c(-c3cc([N+](=O)[O-])cc([N+](=O)[O-])c3)nc3nc4ccccc4nc32)cc1OC	·	-18	3%	-2
COc1ccccc1OCCSc1nc2ccc([N+](=O)[O-])cc2s1	·	23	-1%	·
COc1ccc(S(=O)(=O)N(C)c2ccc(C(=O)N3CCOCC3)cc2)cc1	5%[2.29 µM]	?	8%	-5
CCn1c(-c2ccccc2Cl)nn(CC(=O)Nc2ccccc2C)c1=S	4%	-25	-1%	-3
Cc1cc(C)nc(SCc2ccc(C(=O)N/N=C/C3CCCCC3)cc2)n1	·	-24	2%	·
CN1CCN(C(c2ccc(F)cc2)c2nnnn2Cc2cccs2)CC1 (stereo unspecified)	-3%	?	3%	-5
CCOC(=O)/C(C#N)=C/c1cn(CCC(=O)O)nc1-c1ccccc1	·	0	-2%	-1
CC(=O)NC1=C(NC2CCS(=O)(=O)C2)C(=O)c2ccccc2C1=O (stereo unspecified)	·	-28	9%	?
CC1CCN(CCNC(=O)C2CCCN(S(=O)(=O)c3cccc4nonc34)C2)CC1 (stereo unspecified)	10%	?	3%	8
CCOc1cc(/C=C2\NC(=S)N(c3c(C)n(C)n(-c4ccccc4)c3=O)C2=O)ccc1O	·	?	-6%	·
CC(C)N(O)C(=O)NC(C)(C)C	-9%	20	11%	6
O=S1(=O)CCC(NC(=S)NCCNC(=S)NC2CCS(=O)(=O)C2)C1 (stereo unspecified)	·	?	0%	-5
O=c1oc(-c2ccccc2NS(=O)(=O)c2ccc3ccccc3c2)nc2ccccc12	·	17	-4%	1
COc1ccc(C(=O)NCc2nnc(SCC(=O)Nc3cccc(C(F)(F)F)c3)o2)cc1OC	3%	9	-3%	3
CC1=NN(c2ccc(C)c(C)c2)C(=O)/C1=C/c1ccc2c(c1)n(C)c(=O)n2C	·	24	3%	·
Cc1onc(-c2ccccc2Cl)c1C(=O)OCC(=O)N1CCCc2ccccc21	-2%	-18	-2%	1
Cn1cc(C(=O)c2ccc(Cl)cc2Cl)cc1C(=O)N/N=C(\N)COc1ccc(F)cc1	28%	-18	-25%	-1
O=C(Nc1cccc(-c2csc(-c3ccccc3)n2)c1)c1cccs1	13%	37	-7%	4
O=C(c1ccccc1)c1cccc(NC(=O)c2ccc(Br)o2)c1	-8%	-27	1%	2
O=C(N/N=C1/CC2C=CCC12)c1ccco1 (stereo unspecified)	·	11	-2%	·
O=C1[C@H]2[C@@H](C(=O)N1c1cccc3ccccc13)C1(C(=O)c3ccccc3C1=O)N1CCC[C@@H]21	-5%	?	-25%	7
Cc1ccc(S(=O)(=O)N(C)C)cc1NC(=S)NNC(=O)C1CC1	·	22	-2%	·

Random excerpt: 3 entries already listed
SMILES	ALOX15B inhib	PNC assembly inh	ALOX12 inhib	IMPase cell inh
CC(C)N(O)C(=O)NC(C)(C)C	-9%	20	11%	6
Cc1onc(-c2ccccc2Cl)c1C(=O)OCC(=O)N1CCCc2ccccc21	-2%	-18	-2%	1
O=C(c1ccccc1)c1cccc(NC(=O)c2ccc(Br)o2)c1	-8%	-27	1%	2

(cont.)
SMILES	ALOX15B inhib	PNC assembly inh	ALOX12 inhib	IMPase cell inh
Nc1ccccc1Nc1cc(-c2cccc(Cl)c2)nn1-c1ccccc1	·	25	-17%	8
N#C/C(=C\c1cc([N+](=O)[O-])c(N2CCOCC2)cc1N1CCOCC1)c1nc2ccccc2[nH]1	-4%[11.4 µM]	6	0%	4[1.84 µM]
Cc1cc2cc(CNC(=O)c3ccc(S(=O)(=O)N4CCCCC4)cc3)ccc2n1C	-1%	-1	1%	?
Cc1nnc(Sc2cc(C(=O)NCCCN(C)Cc3ccccc3)c3ccccc3n2)s1	·	0	-4%	2
CCSc1nnc(NC(=O)C2C3C=CC(C3)C2C(=O)O)s1 (stereo unspecified)	4%	-7	1%	1
CCOc1ccc(NC(=O)c2ccccc2O)cc1	·	-104*	7%	10
c1ccc2c(-c3nn[nH]n3)cccc2c1	·	-17	-1%	·
Cc1ccc(C)c(NC(=O)CSc2nnc(CCNC(=O)OC(C)(C)C)o2)c1	7%	-27	1%	-5
Cc1cccc(N2C(=O)CC(Sc3ccccc3C(=O)O)C2=O)c1 (stereo unspecified)	·	-14	0%	-1
O=C(NC(=S)NCCN1CCOCC1)c1ccccc1	·	-11	0%	0
COc1ccc(C(=O)Cn2c(NCCO)nc3ccccc32)cc1OC	·	-6	2%	5
O=C(Nc1cc(N2CCOCC2)ncn1)c1ccccc1	4%	26	3%	-3
COc1ccc(NC(=O)NCCCN2CCCCC2C)cc1 (stereo unspecified)	1%	45	-3%	3
COc1ccc(C2(C(F)(F)F)NC(=O)N(C)C(=O)N2C)cc1 (stereo unspecified)	5%	5	-8%	5
CCC1(C)Cc2ccccc2-c2nc(NCCCO)n(-c3ccccc3)c(=O)c21 (stereo unspecified)	-3%	45	13%	-6
O=C1/C(=C\c2ccccn2)SC(=S)N1Nc1ncc(C(F)(F)F)cc1Cl	27%	81	-15%	-18
CN1CCN(CC(O)c2ccccc2)CC1 (stereo unspecified)	-7%	?	5%	-14
CC1CCCC(NC(=O)CCn2c(=O)oc3ccccc32)C1C (stereo unspecified)	3%	?	-9%	10
COc1cccc(C2C(C#N)=C(N)Oc3cc(C)oc(=O)c32)c1OC (stereo unspecified)	0%	-16	4%	-6
Nc1cc(N)nc(SCc2ccccc2)n1	1%	?	-3%	1
CCOC(=O)c1sc(NC(=O)CSc2nc3c(c(-c4ccc(OC)cc4)c2C#N)CCCC3)c(C#N)c1C	-5%	42	9%	-2
COC(=O)CNC(=O)C1(C)C=CC2(CCCCC2)N1C(=O)OC (stereo unspecified)	-1%	·	-1%	·
CCOC(=O)c1[nH]c2ccc(Br)cc2c1NC(=O)CCN1CCC(C(=O)OCC)CC1	14%	-13	2%	0
COc1ccccc1NC(=O)Nn1cnnc1	5%	-15	-6%	5
Cc1onc(-c2ccccc2)c1C(=O)NC(=S)NNC(=O)c1ccc(O)cc1	·	36	0%	·
c1ccc(-n2ncc3c(N4CCN(c5ccccn5)CC4)nc(N4CCOCC4)nc32)cc1	2%	6	1%	?
O=S(=O)(O/N=C1\CCCc2ccccc21)c1ccccc1	12%	25	3%	9
Cc1ccc(-c2csc3ncnc(OCC(=O)NC(=O)NCc4ccco4)c23)cc1	-21%	-125*	-20%	-4
Cc1ccc(/C=[N+](/[O-])C2SC(=S)N(C)C2(C)C)cc1 (stereo unspecified)	-14%	26	-4%	6
COC(=O)C(C)Sc1nc2c(cnn2-c2ccccc2)c(=O)[nH]1 (stereo unspecified)	0%	23	3%	3
Cc1nc2ccccc2n1C(=O)c1cc(-c2ccc(Br)cc2)nc2ccccc12	9%	23	-11%	-26
COc1ccc(N(CC(=O)Nc2ccc3c(c2)OCCO3)S(=O)(=O)c2c(C)nn(C)c2C)cc1	-6%	-3	-7%	-3
Cc1ccc(C2CC2C(=O)NN)cc1 (stereo unspecified)	4%	41	0%	-2
Cc1nc(SCC(=O)NCc2ccco2)c2c(C)c(C)sc2n1	9%[2.29 µM]	?	-2%	-4
COc1ccccc1N1C(=O)CC(Sc2nccc(C)n2)C1=O (stereo unspecified)	6%	-5	-1%	13
CC(C)Sc1nc2ccccc2n1CC(N)=O	-3%	45	-7%	1
CC1CCC2(CC1)Nc1ccccc1C(=O)N2c1ccccc1 (stereo unspecified)	0%	33	3%	4
COc1ccc(CC(NC(C)=O)C(=O)NC2CCN(C(=O)Nc3ccc(Cl)cc3)CC2)cc1OC (stereo unspecified)	19%	-11	-13%	5
O=C(NCc1ccc(F)cc1)C1(c2cccs2)CCOCC1	·	-29	3%	2
Cc1ccc(C(=O)N/N=C2\SCC(=O)N2c2cc(C)ccc2C)cc1	·	20	1%	14
O=C(CN1CCC(c2nc3ccccc3[nH]2)CC1)Nc1ccc2c(c1)OCO2	25%	-5	2%	15
O=C(Cc1ccccc1)Nc1nnc(-c2cccs2)s1	-2%[2.29 µM]	?	-2%	-17
Cc1noc(C)c1C(=O)N1CCC[C@@]2(CCN(c3ncccn3)C2)C1	2%	·	3%	·
COc1ccc(C(=O)C(C)OC(=O)c2cccc(S(=O)(=O)Nc3cc(Cl)c(OC)cc3OC)c2)cc1 (stereo unspecified)	·	-21	2%	·
O=C(C1=C(O)C(=O)N(CCCN2CCOCC2)C1c1ccncc1)c1cc2ccccc2o1 (stereo unspecified)	·	15	-7%	-25
CC(C)(C)C(=O)Nc1ccccc1C(=O)Nc1cccnc1	-1%	6	-3%	7
COc1ccc(O)c(/C=c2/sc3nc4cc(C)c(C)cc4n3c2=O)c1	24%	?	-1%	10
Cc1onc(-c2c(F)cccc2Cl)c1C(=O)N1CCc2ccccc2C1	-7%	?	-4%	12
CCCC[C@@H]1C[C@H]1[C@@H](NC(=O)c1cccs1)c1ccc(Cl)cc1	·	31	2%	·

Quoted from the listing.
Clc1cc(Br)ccc1OCCn1ccnc1 in ALOX15B inhib is listed with 26%[11.4 µM]
O=C(NCc1ccc(F)cc1)C1(c2cccs2)CCOCC1 in IMPase cell inh is listed with 2

Exported as a markdown table: entries from further up
| smiles | ALOX15B inhib | PNC assembly inh | ALOX12 inhib | IMPase cell inh |
| --- | --- | --- | --- | --- |
| O=C(C1=C(O)C(=O)N(CCCN2CCOCC2)C1c1ccncc1)c1cc2ccccc2o1 (stereo unspecified) | · | 15 | -7% | -25 |
| O=C(CN1CCC(c2nc3ccccc3[nH]2)CC1)Nc1ccc2c(c1)OCO2 | 25% | -5 | 2% | 15 |
| CC(C)(C)C(=O)Nc1ccccc1C(=O)Nc1cccnc1 | -1% | 6 | -3% | 7 |

Screening results as filed in PubChem.
